Bioassay records deposited in PubChem BioAssay by National Center for Advancing Translational Sciences (NCATS).
SMN2 splice enh: enhancers of SMN2 splice variant expression | HEK293 SMN2-luciferase splicing reporter, luminescence, 30-36 h | Potency, µM (series often up to 46.1 µM), for the others: at the highest dose activity change, positive = activation, hits mostly activators | 210,000 compounds, 2.8% hits; note: % of control where 0% means no effect; nearly all actives have a fitted effect of over 55% in size
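HEK293 cells carry an SMN2 […]–luciferase reporter in which exon 7 inclusion puts luciferase in frame. Cells were plated 10-12 h before compound addition, then incubated 30-36 h at 37C. ONE-Glo luminescence was read; sodium butyrate at 4.5 mM final served as control.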
ALDH1A1 inh: ALDH1A1 (human) enzyme inhibition; P00352; Purified ALDH1A1, NADH fluorescence, propionaldehyde substrate; AID 1030; 220,000 compounds, 7.3% hits; Potency, µM (series often up to 75.3 µM), for the others: at the top dose activity, negative = inhibition, most hits filed as inhibitors; active = well fitted inhibition curve with a large enough effect, not every such curve was filed as active; inconclusive = small, poorly fitted or top-dose-only effect, or another doubt; inactive = no such curve, though single readings can be large or run the other way;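 note: plate controls were no enzyme wells and a reference inhibitor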
Target sequence (P00352 whole entry, looked up): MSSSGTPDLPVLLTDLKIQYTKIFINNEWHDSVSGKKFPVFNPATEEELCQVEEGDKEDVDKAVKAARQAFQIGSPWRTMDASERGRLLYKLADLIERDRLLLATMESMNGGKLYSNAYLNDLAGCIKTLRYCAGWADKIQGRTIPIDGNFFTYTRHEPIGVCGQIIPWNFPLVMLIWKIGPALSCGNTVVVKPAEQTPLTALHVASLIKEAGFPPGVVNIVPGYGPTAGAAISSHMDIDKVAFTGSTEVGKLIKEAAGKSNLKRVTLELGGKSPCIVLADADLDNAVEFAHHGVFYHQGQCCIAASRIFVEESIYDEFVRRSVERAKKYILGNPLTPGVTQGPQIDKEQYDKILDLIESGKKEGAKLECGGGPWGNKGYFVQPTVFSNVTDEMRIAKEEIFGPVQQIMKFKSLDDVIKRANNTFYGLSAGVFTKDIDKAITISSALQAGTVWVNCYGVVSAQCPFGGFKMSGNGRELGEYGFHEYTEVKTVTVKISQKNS
RECQ1 inh: blocks DNA unwinding by human RECQ1 | P46063 | RECQ1 DNA unwinding, red fluorescence kinetic read | Potency, µM (doses to about 57.3 µM), for the others: at the top dose activity, negative = inhibition, hits mostly inhibitors | 240,000 compounds, 0.54% hits | AID 2549;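 note: plate controls were vehicle for no effect and no enzyme for full effect; nearly all actives have a fitted effect of over 30% in size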
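50 nM RECQ1T1 preincubated 15 min with compound in Tris pH 8.0 buffer with MgCl2, DTT, Tween-20 and 2.5 ug/ml poly(dI-dC); started with 200 nM TAMRA/BHQ-2 forked duplex and 2 mM ATP. Unwinding read as fluorescence (525/598 nm), two reads 2 h apart.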
JMJD2E inh: inhibitors of human JMJD2E histone demethylase | B2RXH2 | JMJD2E catalytic domain, FDH-coupled NADH fluorescence (FDH is formaldehyde dehydrogenase) | Potency, µM (highest dose often 57.1 µM), for inactives: at the highest dose activity change, negative = inhibition, usual class: inhibitors | 230,000 compounds, 1.6% hits | AID 2147; active = well fitted inhibition curve with a large enough effect, not every such curve was filed as active; inconclusive = small, poorly fitted or top-dose-only effect, or another doubt; inactive = no such curve, though single readings can be large or run the other way;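 note: 0% = wells with enzyme and -100% = buffer wells without enzyme; nearly all actives have a fitted effect of over 50% in size; many of its hits are not listed in these tables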
Target sequence (B2RXH2 1-337 limits assumed): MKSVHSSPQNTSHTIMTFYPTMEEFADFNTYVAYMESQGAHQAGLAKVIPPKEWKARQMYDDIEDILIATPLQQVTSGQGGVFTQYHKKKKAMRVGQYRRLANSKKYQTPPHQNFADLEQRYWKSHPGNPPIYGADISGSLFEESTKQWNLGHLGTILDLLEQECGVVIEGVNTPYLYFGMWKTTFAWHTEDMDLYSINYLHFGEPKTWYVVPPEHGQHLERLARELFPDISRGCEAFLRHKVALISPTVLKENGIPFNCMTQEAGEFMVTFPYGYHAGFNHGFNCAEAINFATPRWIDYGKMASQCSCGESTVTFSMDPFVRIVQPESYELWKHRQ
Luc counter: counter-screen: inhibitors of Kinase-Glo firefly luciferase; Potency, µM (highest dose often 38.3 µM), without a hit: at the highest dose activity change, negative = inhibition, usual class: inhibitors; Kinase-Glo luciferase, ATP luminescence, 8 min; AID 1379; 200,000 compounds, 0.28% hits; Q27757; note: % is set by controls: 0 for no effect and ±100 for the full control effect; nearly all actives have a fitted effect of over 60% in size
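Compounds were added to a substrate mix at pH 7.2 (50 mM imidazole, 10 uM ATP, within the enzyme's linear range), followed by Kinase-Glo detection reagent; luminescence was measured after 8 minutes at ambient temperature.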
Tau fibril ThT: inhibitors of human tau fibril formation, thioflavin T binding | Potency, µM (highest dose often 57.4 µM), for inactives: at the top dose activity, negative = inhibition, hits mostly inhibitors | 270,000 compounds, 2.1% hits | AID 1460 | P10636 | recombinant tau K18 P301L, heparin-induced fibrillization, ThT fluorescence; note: % is set by controls: 0 for no effect and ±100 for the full control effect; nearly all actives have a fitted effect of over 55% in size
Target sequence (P10636 561-689 P618L limits assumed): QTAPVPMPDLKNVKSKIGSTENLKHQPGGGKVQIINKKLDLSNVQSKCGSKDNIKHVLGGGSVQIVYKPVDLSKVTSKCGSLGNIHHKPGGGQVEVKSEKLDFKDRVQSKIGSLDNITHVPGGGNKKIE
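ThT emission at 510 nm, taken 1 hr after adding 30 uM dye, quantifies aggregates formed when 20 uM heparin acts on human tau K18 P301L for 6 hr at 37 C.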
L3MBTL1 block: inhibitors of human L3MBTL1 | 230,000 compounds, 0.66% hits | Potency, µM (titrated, usually from 57.1 µM), without a hit: at the highest dose activity, negative = inhibition, most hits filed as inhibitors | AlphaScreen L3MBTL1–H3K9me1 peptide binding | AID 485360; note: % is set by controls: 0 for no effect and ±100 for the full control effect; nearly all actives have a fitted effect of over 60% in size
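AlphaScreen assay: L3MBTL1 (50 nM final) was preincubated 30 min at room temperature with biotinylated H3(1-15)K9me1 peptide (75 nM final), then 30 min with library compounds; streptavidin donor and nickel chelate acceptor beads (10 ug/mL final) added, 30 min dark.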
Lamin A splicing: LMNA splicing modulation. HeLa LMNA splicing GFP/RFP minigene ratio, 48 h. Potency, µM (titrated, usually from 46.1 µM), without a hit: at the top dose ratio change, negative = inhibition, hits mostly inhibitors. 200,000 compounds, 0.01% hits; active = well fitted inhibition curve with a large enough effect in the signal ratio, with a control signal flat, not every such curve was filed as active; inconclusive = small, poorly fitted or top-dose-only effect, or effect the other way, or a change in a side signal; the % refers to the signal ratio; note: % is set by controls: 0 for no effect and ±100 for the full control effect
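Read-out is the ratio of GFP to DsRed2 object intensity, acquired by 488 nm laser-scanning cytometry on HeLa lamin A-EGFP minigene reporter cells. Compound incubation 48 hrs at 37 °C in Opti-MEM with 2% FBS; DMSO 0.5% final.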
* = called active by the depositor; i = inactive; ? = inconclusive; . = no result given; [ ] = remark or other dose. Unless noted, calls come from the whole dose curve; as a rule, active = well fitted curve in the direction sought with a large enough effect; inconclusive = small, poorly fitted or top-dose-only effect, or another doubt; inactive = no such curve, though single readings can be large; an effect the other way counts as inactive or inconclusive. Potency is the fitted concentration of half-maximal effect. The list is partial; the hit share may differ from the screen's.

SMILES	SMN2 splice enh	ALDH1A1 inh	RECQ1 inh	JMJD2E inh	Luc counter	Tau fibril ThT	L3MBTL1 block	Lamin A splicing
CCc1ccc(NC(=O)CCn2ccnc2C)cc1	-6.6%	6.5%	i	8.7%	-4.8%	-1.6%	.	3.7%
CCN(CC(=O)NCc1ccc(F)cc1)CC(=O)Nc1ccccc1-c1ccccc1	-17.7%	-3.7%	i	-3.4%	-2.4%	-8.6%	.	.
COc1ccc(C(=O)NC(=S)N2CC(C)OC(C)C2)cc1 (stereo not given)	0.8%	9.4%	-8.3%	4.0%	-0.1%	-5.1%	-0.7%	0.9%
O=C(/C=C/Nc1ccc(F)cc1F)c1ccco1	2.82µM*	-8.3%	15.6%	1.1%	10µM*	?	-5.5%	7.3%[46 µM]
COc1ccc(CC2(CO)CCN(C(C)COc3ccccc3)CC2)cc1 (stereo not given)	.	0.1%	13.1%	3.3%	0.8%	-1.7%	11.6%	.
CC(C)N(C(=O)Nc1ccc2nccnc2c1)C(C)C	-12.6%	?	-1.7%	?	-4.9%	?	-1.7%	4.9%
CCOC(=O)c1ccccc1NC(=O)CSc1nc(N)cc(=O)[nH]1	.	-3.0%	i	1.3%	.	3.8%	5.1%	.
CCCCNC(=O)[C@H](CSCc1ccccc1)N1Cc2ccccc2C1=O	-0.2%	?	-2.4%	-2.1%	-1.2%	-14.7%	-5.0%	2.4%
Cc1cnc2cc(Cl)c(Cl)cc2n1	-2.9%	7.3%	-7.0%	-6.0%	1.3%	-2.6%	4.8%	-8.9%
O=C(Nc1cc2c(oc1=O)CCCC2=O)c1cccc(Cl)c1	6.3%	?	-0.2%	7.5%	-4.3%	-16.7%	4.2%	5.4%
Cc1ccccc1OC/C(O)=C(\C#N)c1nc2ccccc2[nH]1	-1.9%	?	-3.1%	-15.8%	3.8%	-0.9%	-1.3%	0.9%
Cn1nc(CC(=O)Nc2ccc3c(c2)OCCO3)c2ccccc2c1=O	-106.4%[inhibitor]	34.0%[activator]	-0.3%	-4.1%	-2.3%	0.5%	-6.9%	?
CCOC(=O)N1CCN(C(=O)C2CCCN(c3nc4ccc(OCC)cc4s3)C2)CC1 (stereo not given)	21.4%	?	i	5.7%	1.1%	?	-2.4%	-12.8%
COc1ccc(CCNC(=O)c2c(-c3ccccc3)noc2C)cc1OC	-0.8%	4.7%	4.1%	5.2%	-3.0%	0.0%	-3.8%	-4.4%
CN(C)CCNC(=O)c1ccc(CS(=O)(=O)c2c(Cl)cccc2Cl)o1	-0.3%	-8.6%	-10.6%	4.1%	1.2%	-10.2%	7.4%	-1.4%
COc1cc(C(=O)N(Cc2ccco2)Cc2cc3ccccc3[nH]c2=O)cc(OC)c1OC	-11.3%	22.4µM*	-10.0%	?	10.4%	-11.2%	5.8%	-2.1%
O=S(=O)(c1ccc2ccccc2c1)N1CCCOC1	-12.3%	-13.7%	15.9%	6.4%	-2.5%	-0.8%	3.1%	1.0%
Cc1ccc(C)c(Cn2nnc3c(=O)[nH]c(C(=O)NCC4CCCO4)nc32)c1 (stereo not given)	-12.8%	-11.4%	i	0.4%	4.5%	9.9%	6.9%	-12.7%
CCOc1ccc(Nc2ncnc3c2cnn3Cc2ccccc2)cc1	-10.2%	11.2µM*	-18.8%	-15.5%	-1.0%	?	-0.2%	11.1%
CCOc1ccc(CNc2ccc(S(N)(=O)=O)cc2)cc1	-10.6%	13.7%	-8.3%	-2.7%	2.4%	-5.1%	0.0%[11.4 µM]	-29.5%[46 µM]
Cc1noc(C)c1COC(=O)c1cc(C)n(-c2ccccc2)c1C	-10.2%	?	-10.7%	-3.3%	-1.5%	-17.2%	-6.2%	?
COC(=O)c1ccc(-c2noc(CN(Cc3ccccn3)CC3CCCO3)n2)cc1 (stereo not given)	.	-7.6%	i	-8.7%	-1.4%	-16.8%	-10.3%	14.3%[46 µM]
Cn1c(=O)c(C(=O)COC(=O)c2cc(C(F)(F)F)nc3c(C(F)(F)F)cccc23)c(N)n(Cc2ccccc2)c1=O	-3.2%	-6.1%	-12.0%	-0.8%	-1.5%	-9.8%	.	.
O=C1c2ccccc2C(=O)N1CN(C(=O)COc1ccccc1)c1ccc(F)cc1	1.5%	?	-5.2%	-7.2%	0.0%	-17.8%	3.2%	1.9%
CCCCOC1CC(c2ccc(OCc3ccc(OC)cc3)c(OC)c2)N(C)O1 (stereo not given)	-31.5%[inhibitor]	5.7%	i	-3.2%	-2.1%	?	.	.
CC(C)CCSc1ncnc2c1oc1nc3c(cc12)COC(C)(C)C3	-30.6%[inhibitor]	0.5%	i	5.8%	-7.4%	0.1%	.	-3.2%
COc1ccc(/C=N/NC(=O)CC(=O)NCc2cccnc2)cc1	-7.3%	-0.7%	i	-1.8%	-2.5%	-2.4%	21.2%	-6.0%
COC(=O)CCCC1=CC2=CC(=O)C(C)(OC(=O)c3cccs3)C(=O)C2=CN1c1ccc(CO)cc1 (stereo not given)	4.9%[9.22 µM]	3.1%[13.5 µM]	-10.4%[11.5 µM]	-3.9%[11.4 µM]	-0.7%[7.66 µM]	-2.2%[11.5 µM]	.	-18.5%[9.22 µM]
O=C(C1CCCN(Cc2ccccc2)C1)N1CCc2ccccc2C1 (stereo not given)	3.5%	-15.2%	-5.0%	?	-0.4%	-1.3%	.	13.0%
CCc1ccc(OCC(=O)NC(NC(=S)Nc2ccccc2)C(Cl)(Cl)Cl)cc1 (stereo not given)	-26.8%	-13.8%	1.7%	5.0%	-3.4%	1.8%	1.8%	-3.0%
Cc1ccc(OC(C)C)c(CN(CCO)CCO)c1	-6.9%	-5.9%	-8.5%	5.9%	-3.9%	-13.0%	.	1.3%
CCOC(=O)N1CCN(C(=S)Nc2cccc(C)c2)CC1	7.1%	3.5%	i	6.3%	0.8%	12.1%	0.6%	5.2%[0.0737 µM]
O=C(NCc1ccc(Cl)cc1Cl)c1ccccn1	-6.8%	-5.1%	-5.4%	-25.1%	0.9%	-1.5%	13.0%	-13.9%
CC(=O)Nc1csc2ccccc12	17.7%	-0.6%	i	0.1%	-2.0%	-4.4%	6.8%	-5.3%[46 µM]
COc1ccc(-c2c(C)n([O-])c(C)c(-c3ccccc3)[n+]2=O)cc1OC	1.4%	-6.8%	-3.1%	-8.5%	-3.8%	-3.0%	-1.1%	19.0%
CC1(C)CC(=O)CC(C2(O)C(=O)N(Cc3ccccc3)c3ccccc32)O1 (stereo not given)	?	0.0631µM*	-2.3%	-3.0%	5.9%	-0.3%	9.8%	-6.4%
O=C(NCC1CCN(S(=O)(=O)c2ccccc2)CC1)Nc1ccc(F)cc1F	.	-0.7%	-0.3%	-1.8%	.	-0.9%	-0.9%	.
O=C(CN1CCN(Cc2ccc(Cl)cc2)C1=O)NCc1cccs1	-15.9%	3.2%	-2.0%	1.9%	-0.2%	-11.9%	.	.
COc1ccccc1NS(=O)(=O)CC12CCC(CC1=O)C2(C)C (stereo not given)	-2.7%	11.0%	i	1.4%	-0.4%	-4.4%	.	3.8%
COc1cc2cc(C(c3nnnn3C3CCCCC3)N(C)C3CCCCC3)c(=O)[nH]c2cc1OC (stereo not given)	15.8%	?	-9.8%	?	-2.6%	-16.5%	.	3.0%

Another view of 2 compounds above:
Results follow in this order: SMN2 splice enh | ALDH1A1 inh | RECQ1 inh | JMJD2E inh | Luc counter | Tau fibril ThT | L3MBTL1 block | Lamin A splicing
CC(C)N(C(=O)Nc1ccc2nccnc2c1)C(C)C
  -12.6% | ? | -1.7% | ? | -4.9% | ? | -1.7% | 4.9%
CC1(C)CC(=O)CC(C2(O)C(=O)N(Cc3ccccc3)c3ccccc32)O1 (stereo not given)
  ? | 0.0631µM* | -2.3% | -3.0% | 5.9% | -0.3% | 9.8% | -6.4%

Compound profiles, from the list above. Screens in order: SMN2 splice enh, ALDH1A1 inh, RECQ1 inh, JMJD2E inh, Luc counter, Tau fibril ThT, L3MBTL1 block, Lamin A splicing
COC(=O)c1ccc(-c2noc(CN(Cc3ccccn3)CC3CCCO3)n2)cc1 (stereo not given) is listed with ., -7.6%, i, -8.7%, -1.4%, -16.8%, -10.3%, 14.3%[46 µM]
COc1ccc(CC2(CO)CCN(C(C)COc3ccccc3)CC2)cc1 (stereo not given) is listed with ., 0.1%, 13.1%, 3.3%, 0.8%, -1.7%, 11.6%, .
O=S(=O)(c1ccc2ccccc2c1)N1CCCOC1 is listed with -12.3%, -13.7%, 15.9%, 6.4%, -2.5%, -0.8%, 3.1%, 1.0%

Next entries follow.
SMILES	SMN2 splice enh	ALDH1A1 inh	RECQ1 inh	JMJD2E inh	Luc counter	Tau fibril ThT	L3MBTL1 block	Lamin A splicing
CN1CCc2cccc3c2[C@@H]1Cc1ccc(O)c(O)c1-3	-13.9%	25.1µM*	-19.8%	31.6µM*	-3.9%	28.2µM*	-25.2%	?
CSc1nnc2n(C)c3c(c(=O)n12)C1(CCCC1)Cc1ccccc1-3	-31.4%[inhibitor]	?	4.2%	-19.8%	-1.3%	-6.3%	4.4%	11.2%[0.0737 µM]
NCCCNC(=O)c1ccc(/C=N/O)nc1	.	13.6%	-13.0%	-11.8%	-2.3%	-6.0%	-29.1%	13.3%[46 µM]
CCOc1ccc(Cc2c(Cl)nc(SC)nc2OC)cc1	-15.9%	16.1%	?	6.2%	-1.6%	?	40.7%[activator]	-2.5%[0.0737 µM]
CN(C(=O)C1CCOC1)c1nnc(-c2cnccn2)s1 (stereo not given)	1.2%	?	-2.2%	?	15.4%	-3.6%	3.8%	5.3%
Cc1cc(C)n(-c2ccc(Cl)c(C(=O)OCC(N)=O)n2)n1	20.3%	-4.3%	-1.3%	1.1%	-4.0%	-5.8%	.	2.0%
Cn1c(SCC(=O)c2ccc3c(c2)Cc2ccccc2-3)nnc1-c1cccc(N)c1	16.9%[1.84 µM]	-1.6%	1.7%	4.6%	-4.7%	12.8%	-13.8%	3.2%
Cc1ccc(S(=O)(=O)N(CC(O)CN(C)C)c2ccccc2)cc1 (stereo not given)	12.2%	7.4%	i	-8.7%	-0.8%	-1.1%	.	-12.6%
